# From PubChem
# CRFR2-BP ag: agonists of CRF-BP/CRF-R2 complex, primary screen, cell-based, HEK293, calcium dye fluorescence, uHTS; calcium dye fluorescence (FLIPR); percent of saturating CRF peptide response; activation, % at 13.2 µM; CRF-binding protein / CRF receptor 2 complex (human); hit rate 0.46% among 350,000;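 active means activation of at least 50%, plus an integration ratio under a set limit after plate pattern correction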;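 further: plate controls were neutral control wells without compound for no effect and CRF at EC100 for full effect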
# CRFBP-R2 block: antagonists of CRF-BP/CRF-R2 complex, primary screen, cell-based, HEK293, calcium dye fluorescence, uHTS; CRF-induced calcium fluorescence; inhibition, % at 11.8 µM; hit rate 0.59% among 350,000;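 active means inhibition of the ligand-induced calcium signal above about 50% at the single tested concentration, limit read from the data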
# MEKK3 PB1 HTS: modulators of MEKK3-MEK5 PB1 binding, primary screen, biochemical, wildtype MEKK3, multiplex bead flow cytometry, Alexa488-MEK5. Mitogen-activated protein kinase kinase kinase 3 (Homo sapiens), Q99759. bead-based flow cytometry, Alexa488-MEK5 binding to MEKK3; actives lie on both sides; 0 = blocked by unlabeled MEK5, 100 = vehicle. binding response (% of control), % at 10 µM. hit rate 1.4% among 290,000. AID 1529, 2009;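 active means binding response more than 3 SD above or below the average of its plate-row segment, actives on both sides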;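 further: Alexa488 bead fluorescence after subtracting the streptavidin-only scavenger bead signal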
# Target sequence (Q99759 whole entry, looked up): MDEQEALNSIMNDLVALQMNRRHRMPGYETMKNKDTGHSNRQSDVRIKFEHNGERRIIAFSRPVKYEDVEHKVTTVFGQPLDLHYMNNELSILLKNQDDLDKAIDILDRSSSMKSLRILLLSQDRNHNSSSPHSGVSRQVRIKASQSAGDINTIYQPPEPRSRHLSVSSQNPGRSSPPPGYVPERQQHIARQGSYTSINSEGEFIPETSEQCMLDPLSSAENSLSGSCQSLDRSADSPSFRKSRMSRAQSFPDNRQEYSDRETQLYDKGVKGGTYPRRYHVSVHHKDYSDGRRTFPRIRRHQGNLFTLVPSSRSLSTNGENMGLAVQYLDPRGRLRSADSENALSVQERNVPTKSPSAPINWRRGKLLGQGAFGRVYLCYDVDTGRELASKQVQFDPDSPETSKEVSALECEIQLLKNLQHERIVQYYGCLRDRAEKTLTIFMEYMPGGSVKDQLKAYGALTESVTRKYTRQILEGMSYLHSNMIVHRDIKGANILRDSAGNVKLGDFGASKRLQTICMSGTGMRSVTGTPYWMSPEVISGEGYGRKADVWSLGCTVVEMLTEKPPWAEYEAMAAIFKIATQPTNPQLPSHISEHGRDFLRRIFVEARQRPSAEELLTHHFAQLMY
# MEKK2wt PB1 HTS: modulators of MEK5 binding to wildtype MEKK2, primary screen, biochemical, multiplex bead flow cytometry, Alexa488-MEK5. Alexa488-MEK5 binding to MEKK2 WT; actives lie on both sides. binding response (% of control), % at 10 µM. hit rate 1.1% among 290,000; in the data active means binding response below about 67% or above about 130%
# MEKK2mut PB1 HTS: MEK5 binding signal on mutant MEKK2 PB1, primary screen, biochemical, multiplex bead flow cytometry, Alexa488-MEK5. Alexa488-MEK5 binding to MEKK2 mutant. percent response, % at 10 µM. hit rate 0.35% among 290,000; in the data active means percent response above about 24%, passing the limit was not always enough; further: inactives centre near 1; some results filed as inactive read as strong as hits; reference of the scale not given here
# HCV NS3 hel inh: inhibitors of HCV NS3 helicase, primary screen, biochemical, Cy5 molecular beacon fluorescence; Hepatitis C virus NS3 helicase; NS3 helicase DNA unwinding; inhibition, % at 10.9 µM; hit rate 0.56% among 290,000; AID 1800, 2009;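 active means inhibition above the mean of all tested compounds plus 3 SD, set per campaign, cut at about 35% in these data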;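 further: 0% = DMSO wells and 100% = thioflavine S control wells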
#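 Assay system: hepatitis C virus NS3 helicase domain fragment enzyme. Also added: annealed dual-labelled DNA beacon duplex, ATP-started. Timing: 1 h reaction at 25 °C, ATP-initiated. Technique: Cy5 fluorescence at 0 and 60 min, beacon hairpin quenching. Evaluation: % inhibition of unwinding. Replication: one well per compound.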
# GalR3 antagonist: GalR3 antagonists in HEK293 cells, primary screen, cell-based, fluorescence readout; Galanin receptor type 3 (Homo sapiens), O60755; HEK293 GalR3-CNG cAMP membrane potential fluorescence; galR3 body fused to GalR1 C-terminus; inhibition, % at 3 µM; hit rate 0.44% among 360,000; AID 651719, 2012;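 active means inhibition above the screen-wide average plus 3 SD, cut at about 13% in these data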;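 further: forskolin and galanin both at EC90 stimulate the cells; cAMP rise reported by CNG channel membrane potential dye signal; 0% = forskolin plus galanin with DMSO and 100% = forskolin alone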
# Target sequence (O60755 1-299 limits assumed): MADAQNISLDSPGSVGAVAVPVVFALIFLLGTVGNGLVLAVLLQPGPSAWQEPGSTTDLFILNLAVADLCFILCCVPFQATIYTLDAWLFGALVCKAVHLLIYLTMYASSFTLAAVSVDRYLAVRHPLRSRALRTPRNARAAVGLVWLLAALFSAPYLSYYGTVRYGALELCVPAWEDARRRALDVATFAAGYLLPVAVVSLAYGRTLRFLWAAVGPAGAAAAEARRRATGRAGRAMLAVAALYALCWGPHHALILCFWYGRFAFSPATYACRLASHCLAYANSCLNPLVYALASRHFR
# DNA FID counter: compounds displacing fluorescent DNA intercalator, primary screen, artefact control for HCV NS3 helicase inhibitor project, biochemical, FID fluorescence. DNA fluorescent intercalator displacement. hit rate 0.17% among 290,000. inhibition, % at 7.9 µM; in the data active means inhibition above about 37%;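 further: 0% = vehicle and 100% = reference compound; higher means more ethidium bromide displaced from hairpin DNA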
# SUMO HTRF inh: inhibitors of in vitro SUMOylation cascade, primary screen, biochemical, HTRF, uHTS; AID 2006, 2009; SUMO-conjugating enzyme UBC9 (Homo sapiens), P63279; inhibition, % at 35 µM; hit rate 0.36% among 290,000; HTRF SUMOylation assay, SAE1/SAE2 + UBC9; in the data active means inhibition above about 50%, passing the limit was not always enough; further: strong numbers were not always called active
# Target sequence (P63279 whole entry, looked up): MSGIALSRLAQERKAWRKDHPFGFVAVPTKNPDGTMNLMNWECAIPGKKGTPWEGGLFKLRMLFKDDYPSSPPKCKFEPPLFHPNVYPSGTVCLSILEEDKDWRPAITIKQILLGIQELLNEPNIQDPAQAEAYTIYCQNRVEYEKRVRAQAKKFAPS
# The depositor's hits bear a star; . = not tested or not shown; & = joins results of further samples; [ ] = remark or other dose.
smiles	HCV NS3 hel inh	CRFR2-BP ag	DNA FID counter	GalR3 antagonist	MEKK2mut PB1 HTS	MEKK2wt PB1 HTS	MEKK3 PB1 HTS	CRFBP-R2 block	SUMO HTRF inh
CC(C)NC(=O)C(=O)NNC(=O)CCc1ccccc1	-3	1.0	-2	1	-7	84	103	-1	-5
Cc1cc(NCCO)c2cc(O)ccc2n1	4	5.6	6	-5	6	102	101	-20	57*
CS(=O)(=O)Nc1ccc(S(=O)(=O)NC2CCCCC2)cc1	-16	-1.5	-2	0	5	103	106	-13	-5
CCCOc1ccc(N2C(=O)CC(SC(=NCC)Nc3cccc(F)c3)C2=O)cc1 (stereo not drawn)	6	7.6	7	-1	5	111	102	-30	2
COc1ccc(NC(=O)c2ccc(C)cc2)c(OC)c1	4	3.1	0	0	-2	94	98	27	-10
CS(=O)(=O)N(CC(=O)N1CCN(c2ccccc2F)CC1)c1ccc2c(c1)OCCO2	15	-2.2	-12	-1	-2	96	94	4	-16
CCCOc1cccc(C(=O)NCCNC(=O)c2ccc(C)nc2)c1	13	-0.1	-20	-3	5	100	98	8	-7
COCCNC(=O)CSc1ccc(Cl)cc1	3	2.6	0	-4	9	113	86	-6	5
Cc1ccc(-c2c(C(=O)N/N=C/c3cccc(Cl)c3)nnn2-c2nonc2N)cc1	8	-0.1	-7	-7	-1	135*	112	-6	8
CCC1CCCCN1CCCNC(=O)c1cn(C)c2ccc(S(=O)(=O)N(C)C3CCCCC3)cc2c1=O (stereo not drawn)	-68	0.5	13	1	-3	104	96	56*	6

# More compounds.
smiles	HCV NS3 hel inh	CRFR2-BP ag	DNA FID counter	GalR3 antagonist	MEKK2mut PB1 HTS	MEKK2wt PB1 HTS	MEKK3 PB1 HTS	CRFBP-R2 block	SUMO HTRF inh
CN(C)S(=O)(=O)c1ccc(NC(=O)C2COc3ccccc3O2)cc1 (stereo not drawn)	7	6.3	-5	2	-3	95	92	-33	1
Nc1ncnc2c1nc(Br)n2[C@@H]1O[C@@H]2COP(=O)(O)O[C@H]2[C@H]1O	.	0.8	.	-1	5	105	103	14	.
O=C(N/N=C/C(Br)=C\c1ccccc1)c1cccs1	1	2.3	-10	-3	-22	90	87	-23	8
Cc1cccc(NC(=O)c2c([N+](=O)[O-])cnn2C)c1	-1	-0.8	-1	-3	0	102	102	1	16
CCCCNC(=O)CCCCC(=O)N/N=C/c1cccc(Cl)c1	-2	-2.6	-22	-5	0	98	101	-6	-12
Cc1ccc(-n2c(SCC(=O)Nc3cc(S(=O)(=O)N4CCOCC4)ccc3Cl)nc3ccccc3c2=O)cc1	0	3.2	0	-3	-2	104	103	2	-8
CCOc1ccccc1NC(=O)c1nnn(CC(=O)Nc2cc(C)cc(C)c2)c1N	5	0.9	-4	0	-1	101	102	-15	.
COc1cccc(CNC(=O)Cn2cccc2)c1	1	-0.1	-3	-4	.	.	.	3	23
COC(=O)c1cccc(S(=O)(=O)N(Cc2ccco2)Cc2cc3cc(OC)c(OC)cc3[nH]c2=O)c1	1	-2.7	-14	-5	0	96	95	13	30
S=C1NC2=C(C(c3ccc(Br)cc3)N1)N1CCC2CC1 (stereo not drawn)	7	7.6	-3	-2	5	97	102	-3	10

# Further results
smiles	HCV NS3 hel inh	CRFR2-BP ag	DNA FID counter	GalR3 antagonist	MEKK2mut PB1 HTS	MEKK2wt PB1 HTS	MEKK3 PB1 HTS	CRFBP-R2 block	SUMO HTRF inh
CCn1c(COc2ccc(=O)n(-c3ccccc3)n2)nnc1SCc1ccc(OC)cc1	0	-1.4	-32	-5	-5	94	88	-14	-19
Cc1cc2c3ccccc3ncn2n1	-6	-1.2	-2	-10	2	90	80	-12	33
O=C(NNC(=S)NC(=O)c1ccccc1)c1ccc(O)cc1	1	1.6	-6	-11	3	104	101	-9	-16
CSc1nsc(SC)c1NC(=O)OC1CCCCC1	-3	-0.7	-23	-1	2	104	100	24	-1
CCn1c(SCc2cccnc2)nc2c1c(=O)n(C)c(=O)n2C	12	-0.8	-12	-1	4	105	106	3	19
NS(=O)(=O)c1ccc(CCNC(=O)c2ccccc2-c2ccccc2)cc1	1	1.7	-17	-7	3	105	102	11	8
O=C(c1[nH]ncc1[N+](=O)[O-])N1CCOCC1	7	2.2	-1	1	3	103	98	8	10
CN(C)CCNC(=O)c1csc(Nc2cccc3ccccc23)n1	-58	-1.6	31	-9	8	132	98	13	-14
COc1cc(C(=O)CCN2CCC(c3ccccc3)C2)cc(OC)c1OC (stereo not drawn)	-4	1.7	6	-7	-1	110	105	-4	-6
Cc1ccc(S(=O)(=O)Cn2nnnc2CN2CCN(C(=O)c3ccco3)CC2)cc1	11	-0.5	-12	-2	.	.	.	6	6

# Later entries
smiles	HCV NS3 hel inh	CRFR2-BP ag	DNA FID counter	GalR3 antagonist	MEKK2mut PB1 HTS	MEKK2wt PB1 HTS	MEKK3 PB1 HTS	CRFBP-R2 block	SUMO HTRF inh
CCC(C)NC(=O)c1ccccc1NC(=O)CN(c1ccc(OC)cc1)S(C)(=O)=O (stereo not drawn)	1	-3.0	-16	-5	5	105	103	17	-4
COc1ccc2[nH]c3c(=O)n(CCCCC(=O)N4CCC(C(N)=O)CC4)c(=S)[nH]c3c2c1	-4	0.9	-19	.	-7	94	97	8	8
CC(C)Cc1nc(N2CCN(C(=O)C(C)C)CC2)c(C#N)c2c1CCC2	3	-2.1	-23	-4	5	104	107	11	24
CCCCNC(=O)c1cc(S(=O)(=O)N2CCCCC2)oc1C	4	-0.2	-16	2	7	106	102	-3	0
O=C(O)CSc1nccc2ccccc12	-6	-1.2	2	-1	-6	94	82	-7	2
Clc1ccc(Cn2cc(/C=N/n3cnnc3)c3ccccc32)c(Cl)c1	-6	2.1	-6	-4	15	109	112	-21	-51
CNC(=O)c1cc(OCC(F)(F)F)ccc1OCC(F)(F)F	-4	-1.6	-2	-6	1	100	101	2	12
CCN(CC)CCn1c2ccccc2c2n[nH]c(=S)nc21	-12	0.2	3	-9	5	117	108	8	10
CC(=O)c1oc2ccccc2c1NC(=O)CN1CCCCC1	-2	0.1	-1	-6	-2	3.0*[inhibitor]	4.0*[inhibitor]	9	0
CC(C)c1ccc2[nH]c3c(c2c1)CCCC3=O	-8	0.7	-3	3	-1	98	78	-9	29

# 5 entries from above, with two lines to a compound.
# Values in the order – HCV NS3 hel inh, CRFR2-BP ag, DNA FID counter, GalR3 antagonist, MEKK2mut PB1 HTS, MEKK2wt PB1 HTS, MEKK3 PB1 HTS, CRFBP-R2 block, SUMO HTRF inh
CC(C)Cc1nc(N2CCN(C(=O)C(C)C)CC2)c(C#N)c2c1CCC2
    3, -2.1, -23, -4, 5, 104, 107, 11, 24
Clc1ccc(Cn2cc(/C=N/n3cnnc3)c3ccccc32)c(Cl)c1
    -6, 2.1, -6, -4, 15, 109, 112, -21, -51
CCC(C)NC(=O)c1ccccc1NC(=O)CN(c1ccc(OC)cc1)S(C)(=O)=O (stereo not drawn)
    1, -3.0, -16, -5, 5, 105, 103, 17, -4
CC(=O)c1oc2ccccc2c1NC(=O)CN1CCCCC1
    -2, 0.1, -1, -6, -2, 3.0*[inhibitor], 4.0*[inhibitor], 9, 0
O=C(O)CSc1nccc2ccccc12
    -6, -1.2, 2, -1, -6, 94, 82, -7, 2

# Continuation.
smiles	HCV NS3 hel inh	CRFR2-BP ag	DNA FID counter	GalR3 antagonist	MEKK2mut PB1 HTS	MEKK2wt PB1 HTS	MEKK3 PB1 HTS	CRFBP-R2 block	SUMO HTRF inh
O=S(=O)(c1ccccc1)c1cnn2c(C(F)(F)F)cc(-c3ccccc3)nc12	-5	-0.3	5	-6	1	96	101	15	12
COc1ccc(OC)c(NC(=O)Cn2nc(C)c3ccccc3c2=O)c1	-3	-3.0	-16	-1	2	102	100	4	15
c1ccc2c(NCC3CCCO3)nc(N3CCCCC3)nc2c1 (stereo not drawn)	3	0.2	9	-5	-2	101	103	19	23
COc1ccc([N+](=O)[O-])cc1NC(=O)CC1SC(=Nc2cccc(C)c2C)N(/N=C/c2cccc(OC)c2OC)C1=O (stereo not drawn)	15	-1.1&-0.7	-6	-5&-3	-1	98	99	2&3	5
COc1ccc(N2CCN(C(=O)CSc3nnc4c5cc(C)ccc5n(C)c4n3)CC2)cc1	1	0.0	-5	-9	.	.	.	-8	19
CC1CCCN(S(=O)(=O)c2ccc3c(c2)CCN3C(=O)C2CCC2)C1 (stereo not drawn)	0	0.3	-1	-2	3	104	106	0	6
O=[N+]([O-])c1ccc2c(c1)C(N1CCOCC1)/C(=C/COc1ccc(F)cc1)O2 (stereo not drawn)	-7	-0.9	-16	-5	-7	98	95	37	-9
Cc1ccccc1-c1nnc(SCC(=O)Nc2ccc(Cl)cc2)n1N	-8	-0.1	-7	-5	-7	85	84	4	0
Cc1ccc(C)c(NC(=O)CNS(=O)(=O)c2ccccc2)c1	3	1.1	-5	-4	6	112	106	7	9
Cc1c(C(=O)N2CCc3ccccc3C2)oc2ccccc12	0	-3.5	-26	-3	4	107	103	-9	-2

# 4 structures already listed, ordered by molar mass, smallest number first.
smiles	HCV NS3 hel inh	CRFR2-BP ag	DNA FID counter	GalR3 antagonist	MEKK2mut PB1 HTS	MEKK2wt PB1 HTS	MEKK3 PB1 HTS	CRFBP-R2 block	SUMO HTRF inh
c1ccc2c(NCC3CCCO3)nc(N3CCCCC3)nc2c1 (stereo not drawn)	3	0.2	9	-5	-2	101	103	19	23
Cc1ccccc1-c1nnc(SCC(=O)Nc2ccc(Cl)cc2)n1N	-8	-0.1	-7	-5	-7	85	84	4	0
O=S(=O)(c1ccccc1)c1cnn2c(C(F)(F)F)cc(-c3ccccc3)nc12	-5	-0.3	5	-6	1	96	101	15	12
COc1ccc(N2CCN(C(=O)CSc3nnc4c5cc(C)ccc5n(C)c4n3)CC2)cc1	1	0.0	-5	-9	.	.	.	-8	19

# Next part.
smiles	HCV NS3 hel inh	CRFR2-BP ag	DNA FID counter	GalR3 antagonist	MEKK2mut PB1 HTS	MEKK2wt PB1 HTS	MEKK3 PB1 HTS	CRFBP-R2 block	SUMO HTRF inh
COc1ccc(/C=N/NC(=O)CN2CCCC2)cc1	2	-1.1	-1	-7	2	101	99	7	4
COC(=O)c1cc(NC(=S)NCc2ccc(Cl)cc2)cc(C(=O)OC)c1	-3	14	-6	-2	10	114	106	-78	-10
Cc1ccc(N(Cc2cc3cc(C)ccc3[nH]c2=O)C(=O)c2cccs2)cc1	2	0.5	-1	-2	8	108	97	-20	-5
COCCn1c(C)cc(C(=O)COC(=O)c2ccccc2Br)c1C	-6	0.1	-20	6	-26	66	66	-8	3
Cc1nn(CC(=O)N2CCc3ccccc3C2)c(C)c1[N+](=O)[O-]	5	-0.5	-11	8	-7	93	97	15	13
CC(=O)c1cccc(NC(=O)c2cc(-c3ccco3)nc3ccccc23)c1	7	-0.5	-26	-7	7	105	104	-6	24
C=CCn1c(CCNC(=O)c2ccco2)nc2ccccc21	-9	-1.7	-10	-10	-5	98	99	5	0
Cc1ccc(SCC(=O)N2CC(C)OC(C)C2)cc1 (stereo not drawn)	11	0.5	0	-3	1	99	96	-21	5

# Only part of the results is shown; the hit share may differ from the screen's.
